Compound activity from PubChem BioAssay.
DNMT1 inh – blocks human DNA methyltransferase DNMT1; P26358; DNMT1 molecular beacon, Hinp1I cleavage, fluorescence; inhibition (reported as % activation of signal), % at 10 µM; hit rate 0.83% among 360,000; in the data active = inhibition above about 50%
Scp1 inh – Scp-1 (human) phosphatase inhibition; Q9GZU7; Recombinant Scp1, phosphopeptide, malachite green phosphate absorbance; inhibition, % at 20 µM; hit rate 0.88% among 340,000; AID 493091;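 active = inhibition above about 50% at 20 µM, limit read from the data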;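 note: plate controls were DMSO wells with enzyme for no effect and wells lacking enzyme for full effect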
Target sequence (Q9GZU7 76-261 limits assumed): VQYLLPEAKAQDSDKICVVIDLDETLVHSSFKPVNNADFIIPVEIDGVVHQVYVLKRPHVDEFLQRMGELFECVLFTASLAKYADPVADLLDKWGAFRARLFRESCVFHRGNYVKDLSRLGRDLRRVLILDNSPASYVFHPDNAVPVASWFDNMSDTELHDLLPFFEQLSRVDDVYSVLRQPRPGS
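Test system – truncated SCP-1 phosphatase (76-261aa) · Reagent – Phosphorylated 17-residue peptide substrate · Incubation – 45 min room-temperature reaction, 5 min colour, 30 min stabiliser · Detection – colorimetric phosphate reagent with accelerator and stabiliser, absorbance at 630 nm · Measure – % inhibition at 20 µM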
SUMO1-SIM PPI – alters human SUMO1 binding to SIM partners; inhibition, % at 20 µM; AID 602429; P63165; SUMO1 binding to a labelled peptide, TR-FRET, 1 h; hit rate 0.33% among 360,000; in the data active = inhibition above about 37%
Target sequence (P63165 whole entry, looked up): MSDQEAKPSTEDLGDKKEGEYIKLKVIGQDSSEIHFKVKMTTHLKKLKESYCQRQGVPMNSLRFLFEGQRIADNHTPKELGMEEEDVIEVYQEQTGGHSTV
LMPTP inh – blocks human LMPTP phosphatase; recombinant LMPTP-A, OMFP fluorogenic substrate, fluorescence intensity; hit rate 0.22% among 360,000; inhibition, % at 20 µM; P24666;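 active = compounds that cut the enzyme signal by at least half of the control window in the single-dose screen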;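 note: plate controls were DMSO wells with enzyme plus substrate for no effect and substrate without enzyme for full effect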
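Assay system: LMPTP-A phosphatase enzyme | Input: 0.625 nM enzyme | Also added: Fluorogenic phosphatase substrate OMFP at 400 µM final | Compound dosing: One test concentration per compound, 20 µM, with 3% DMSO overall | Schedule: 50 min enzyme reaction at room temperature, protected from light | Signal: Fluorescence intensity | Benchmarks: no-enzyme and uninhibited controls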
NadD inh – NadD (S. aureus) enzyme inhibition | purified NadD enzyme, colorimetric absorbance read-out | AID 602399 | hit rate 0.78% among 360,000 | inhibition, % at 20 µM; in the data active = inhibition above about 26%; note: some compounds past the cut are filed as inactive
STEP block – STEP (human) phosphatase inhibition | hit rate 0.25% among 360,000 | inhibition, % at 20 µM | recombinant STEP, OMFP fluorogenic substrate, fluorescence | P54829;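 active = inhibition at 20 µM, scaled per plate between control wells, above about 37%, limit read from the data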;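 note: 0% = DMSO with enzyme and substrate and 100% = substrate only without enzyme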
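System: isolated STEP enzyme; schedule: 20 min enzyme reaction at room temperature, protected from light; medium: Bis-Tris buffer pH 6.0, 2.5 mM DTT, 0.005% Tween 20; signal: fluorescence, 480/540 nm; dosing: single compound dose of 20 µM, 1% DMSO final; also added: OMFP substrate, 25 µM final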
Rpn11 inh – Rpn11 (human) deubiquitinase inhibition; human 26S proteasome, Ub4-pepOG fluorescence polarization; 20S core pre-blocked with epoxomicin; calls only at 20 µM; hit rate 0.59% among 360,000;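 active = inhibition at 20 µM, scaled to each plate's controls, above about 33%, limit read from the data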
Target sequence (O00487 whole entry, looked up): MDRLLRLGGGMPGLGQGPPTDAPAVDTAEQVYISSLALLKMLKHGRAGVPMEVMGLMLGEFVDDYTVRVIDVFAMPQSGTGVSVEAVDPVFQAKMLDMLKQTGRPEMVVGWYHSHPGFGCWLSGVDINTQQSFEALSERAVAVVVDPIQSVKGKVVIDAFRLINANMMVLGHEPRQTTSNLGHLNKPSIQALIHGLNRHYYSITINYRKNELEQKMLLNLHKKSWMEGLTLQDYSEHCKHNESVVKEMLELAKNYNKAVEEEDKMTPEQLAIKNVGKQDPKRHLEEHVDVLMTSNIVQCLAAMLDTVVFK
MLLE-PAM2 inh – blocks PAM2 peptide binding to the PABP1 MLLE domain. P11940. GST-MLLE / FITC-PAM2 fluorescence polarization. inhibition, % at 20 µM. hit rate 0.36% among 360,000; in the data active = inhibition above about 35%, passing the limit was not always enough;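 note: plate controls were DMSO wells with GST-MLLE for no effect and wells lacking GST-MLLE protein for full effect; some results filed as inactive read as strong as hits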
TbMetRS inhib – blocks T. brucei methionyl-tRNA synthetase activity | purified T. brucei MetRS, ATP depletion, Kinase-Glo luminescence | inhibition, % at 11.9 µM | hit rate 0.4% among 360,000;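 active = inhibition above a per-plate cutoff of the control wells' mean inhibition plus 3 SD, cut at about 5.5% in these data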;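 note: 0% = DMSO wells median and 100% = median of wells with control inhibitor compound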
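Dosing: 11.9 µM compound single dose, 0.9% DMSO; Assay system: purified T. brucei MetRS enzyme; Measured by: Kinase-Glo luciferase luminescence reporting remaining unconsumed ATP; Schedule: 15 min plus 2 h at 25 °C.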
CSN inh – blocks human CSN-mediated cullin deneddylation. Q92905. Purified CSN, SCF-Nedd8-OG deneddylation, fluorescence polarization. inhibition, % at 12.5 µM. hit rate 0.38% among 360,000;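 active = pattern-corrected inhibition above about 35%, with an unprinted fluorescence ratio check between 0.5 and 1.5, limit read from the data, passing the limit was not always enough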;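 note: 0% = enzyme with substrate and 100% = substrate without enzyme; some results filed as inactive read as strong as hits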
Target sequence (Q92905 whole entry, looked up, one chain of several): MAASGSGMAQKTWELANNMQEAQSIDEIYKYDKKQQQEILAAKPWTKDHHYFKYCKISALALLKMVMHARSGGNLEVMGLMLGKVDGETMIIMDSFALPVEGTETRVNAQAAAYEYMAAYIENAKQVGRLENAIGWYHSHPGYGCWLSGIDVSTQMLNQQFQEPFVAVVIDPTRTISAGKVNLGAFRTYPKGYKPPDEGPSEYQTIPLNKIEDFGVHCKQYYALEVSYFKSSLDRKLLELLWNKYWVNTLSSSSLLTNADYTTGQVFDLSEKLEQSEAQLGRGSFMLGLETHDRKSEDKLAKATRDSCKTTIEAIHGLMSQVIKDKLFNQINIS
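Material: human Csn5 produced in HEK293T cells; Input: enzyme 0.24 nM; Reagent: SCFSkp2-Nedd8OG substrate at 10 nM final; Dosing: 12.5 µM compound; Incubation: 90 min reaction at room temperature; Detection: fluorescence polarization of the substrate; Evaluation: % inhibition of substrate cleavage by Csn5; Control set: substrate-only high control, full reaction low control.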
Active calls of the source: *; i = inactive; nt = no result given.

Start of the data: the first 2 compounds, to show the layout:
item	compound	Rpn11 inh	MLLE-PAM2 inh	DNMT1 inh	CSN inh	NadD inh	STEP block	SUMO1-SIM PPI	LMPTP inh	Scp1 inh	TbMetRS inhib
1	O=C(Nc1cccnc1)c1cccc(S(=O)(=O)N2CCCC2)c1	i	7	0	-6	1	3	-1	1.1	11	-1.1
2	c1ccc(-c2cn3ccccc3n2)cc1	i	3	3	-1	-2	-1	0	3.4	-4	-0.3

Main list (from the top)
item	compound	Rpn11 inh	MLLE-PAM2 inh	DNMT1 inh	CSN inh	NadD inh	STEP block	SUMO1-SIM PPI	LMPTP inh	Scp1 inh	TbMetRS inhib
1	O=C(Nc1cccnc1)c1cccc(S(=O)(=O)N2CCCC2)c1	i	7	0	-6	1	3	-1	1.1	11	-1.1
2	c1ccc(-c2cn3ccccc3n2)cc1	i	3	3	-1	-2	-1	0	3.4	-4	-0.3
3	CC1=C([N+](=O)[O-])C(c2ccc3c(c2)OCO3)N(C)C(=O)N1C (stereo not drawn)	i	-7	1	0	-3	2	-5	-0.6	-7	-0.4
4	O=C(CN1CCN(c2ccccn2)CC1)N1CCc2ccccc21	i	-1	-1	0	-4	1	-4	-0.9	-4	-0.3
5	O=C(Cn1c(=O)n(CCC(=O)N2CCc3ccccc3C2)c(=O)c2ccccc21)NCC1CCCO1 (stereo not drawn)	i	4	-7	-2	7	0	-3	-0.9	-4	-1.4
6	Cc1ccnc(NS(=O)(=O)c2ccc(NC(=O)Cc3ccc(Cl)cc3)cc2)n1	i	4	0	1	-2	-4	7	-1.4	-13	-0.1
7	O=C(c1ccc2nccnc2c1)N1CCN(c2cccc(C(F)(F)F)c2)CC1	i	-16	-8	-1	3	-2	-10	0.0	-3	-0.3
8	Cc1ccc2[nH]c(CCN(C)C)c(CN3CCOCC3)c2c1	i	-3	2	-4	-1	1	-3	-3.0	-4	-0.1
9	O=C(NC(Cc1c[nH]c2ccccc12)C(=O)O)/C(=C\c1ccccc1)NC(=O)c1ccccc1 (stereo not drawn)	i	-1	2	-4	2	0	3	-0.9	-4	3.2
10	O=C(CCN1C(=O)S/C(=C\c2ccccc2)C1=O)N1CCOCC1	i	16	-1	2	1	-2	-23	0.4	-5	0.1
11	C/C(=N\Nc1ccc(S(N)(=O)=O)cc1[N+](=O)[O-])c1cccnc1	i	-9	-6	2	1	0	-25	0.1	-3	-0.2
12	C[C@H](NC(=O)c1nc[nH]c1C(=O)N[C@@H](Cc1ccccc1)C(=O)OC(C)(C)C)C(=O)OCc1ccccc1	i	13	-7	0	7	-2	8	3.4	-5	-0.3
13	O=C(NCCCN1CCCC1=O)c1ccc(S(=O)(=O)Nc2ccccc2F)cc1	i	-3	2	-7	1	-2	6	-1.6	-4	-0.3
14	CC(NC(=O)C(C)N1c2cccc3cccc(c23)S1(=O)=O)c1ccccc1 (stereo not drawn)	i	-12	-3	1	-2	0	-11	0.3	-5	-0.5
15	COc1ccccc1-n1c(SCC(=O)Nc2cc(C)on2)nc2c([nH]c3ccccc32)c1=O	i	-10	-2	2	5	-1	0	3.7	-10	-0.4
16	COc1ccc(-c2ccc(-c3noc(-c4ccccc4)n3)c(OC)n2)cc1	i	-33	7	2	-12	2	28	0.5	-20	0.6
17	Cc1ccccc1Cn1c(=N)n(CC(=O)c2ccco2)c2ccccc21	i	-4	2	1	-6	-2	-4	2.0	8	-0.7
18	CC[C@@H](C)[C@H](CNC)NC[C@@H](Cc1cccc2ccccc12)NCCc1cccc(C(F)(F)F)c1	i	-9	3	2	1	5	-162	4.1	-2	-0.4
19	O=C(/C=C/Nc1ccc(F)c(F)c1)c1ccc(Br)cc1	i	-4	7	-10	4	2	-6	-1.3	-1	-0.6
20	C/C(=N\NC(=O)c1ccc(NS(=O)(=O)c2cccs2)cc1)c1ccc(C(C)(C)C)cc1	i	-2	4	6	5	-2	5	0.4	-1	-0.5
21	C[C@H](CO)N1C[C@H](C)[C@H](CN(C)C(=O)Nc2cccc(Oc3ccccn3)c2)OCc2cnnn2CCCC1=O	i	9	1	-2	-2	-2	-3	-2.2	nt	0.2
22	COCc1cc(=O)[nH]c(Cc2c(Cl)cccc2Cl)n1	i	-8	-4	-3	-6	-1	-1	-0.3	-5	0.1
23	Cc1ccc(CS(=O)Cc2ccc(C(=O)N3CCN(c4ccc(F)cc4)CC3)o2)cc1 (stereo not drawn)	i	-3	0	-4	0	0	0	-1.6	-5	0.1
24	CCOC(=O)C1CCN(c2c(N3CCN(c4ccccc4OC)CC3)c(=O)c2=O)CC1	i	18	2	2	0	-2	-6	0.9	-7	0.3
25	O=C(O)CCCCCNc1ncnc2ccc(Br)cc12	i	3	4	-2	1	2	28	-0.4	3	-2.1
26	CCOc1ccc(C(=O)C(C)OC(=O)C2CCN(c3ccc(C(F)(F)F)cn3)CC2)cc1 (stereo not drawn)	i	-32	1	1	11	5	3	4.7	-3	-0.2
27	O=C1Nc2ccc([N+](=O)[O-])cc2C1(O)N1CCCCC1 (stereo not drawn)	i	9	0	4	-4	-1	-15	-0.3	0	-1.4
28	CN1/C(=C\C(=O)CSc2nnc(N)s2)C(C)(C)c2ccccc21	i	-9	-4	6	0	-3	-2	-2.8	-7	-0.3
29	CCOc1c(C)cnc2c1c(=O)n(Cc1cccc(Cl)c1)c(=O)n2C	i	16	-1	6	-6	2	3	0.2	0	-0.6
30	CC(C)n1c(=O)n(CC(=O)NCC2CCCO2)c(=O)c2c3c(sc21)COC(C)(C)C3 (stereo not drawn)	i	6	-1	-1	-4	-2	1	-0.6	-2	-1.0
31	Cc1c(C(=O)NCc2cccc([N+](=O)[O-])c2)sc(=O)n1Cc1ccc(C(C)C)cc1	i	-5	-22	-3	-7	-3	-5	3.7	nt	-0.9
32	Cc1ccc(N(C)C(=O)CN(C)S(=O)(=O)c2ccc3c(c2)n(C)c(=O)c(=O)n3C)cc1	i	-2	2	3	-1	0	-2	-1.9	-9	-0.1
33	CCOC(=O)C(C)Sc1nnc(-c2ccccc2O)n1-c1ccc(C)cc1 (stereo not drawn)	i	-12	0	-3	2	0	1	0.1	1	-0.9
34	Cc1cn([C@H]2C[C@H](O)[C@@H](/C=C/C(=O)NCCCc3ccccc3)O2)c(=O)[nH]c1=O	i	-4	1	1	-1	0	4	0.0	nt	-1.1
35	CCCCNC(=O)COC(=O)c1ccc(N(C)C)cc1	i	-1	0	4	-2	4	4	0.4	-3	-0.5
36	CC(C)N=C(NS(=O)(=O)c1ccc(Br)cc1)c1ccc(Cl)cc1	i	-2	0	-1	-8	-1	3	1.4	0	-1.1
37	N#Cc1cc2c(nc1SCC(=O)Nc1nccs1)CCCCC2	i	8	7	4	-2	-2	14	-0.3	-11	-0.2
38	CC(C)N(C(=O)[C@H]1C[C@H](CC(=O)NCC23CC4CC(CC(C4)C2)C3)C(=O)N2CCc3c([nH]c4cc(CCC(=O)N(C)C)ccc34)[C@]12C)C(C)C	i	3	-13	2	1	-1	0	-1.0	12	0.2
39	COc1ccccc1CC(=O)Nc1cc(Cl)ccc1O	i	-8	0	3	-10	-3	13	0.2	-11	3.6
40	O=C(CSc1ccc2nnc(-c3cccnc3)n2n1)Nc1cccc(F)c1	i	-3	2	6	-5	3	-1	-0.8	-8	0.6

Some entries already given, showing only NadD inh, STEP block and LMPTP inh:
#	Compound	NadD inh	STEP block	LMPTP inh
29	CCOc1c(C)cnc2c1c(=O)n(Cc1cccc(Cl)c1)c(=O)n2C	-6	2	0.2
30	CC(C)n1c(=O)n(CC(=O)NCC2CCCO2)c(=O)c2c3c(sc21)COC(C)(C)C3 (stereo not drawn)	-4	-2	-0.6

The results go on.
item	compound	Rpn11 inh	MLLE-PAM2 inh	DNMT1 inh	CSN inh	NadD inh	STEP block	SUMO1-SIM PPI	LMPTP inh	Scp1 inh	TbMetRS inhib
41	COc1ccc2cc(C(=O)COC(=O)COc3ccc4c(C)cc(=O)oc4c3)ccc2c1	i	-5	-5	0	0	0	-10	2.3	3	-1.8
42	CCOC(=O)c1c(-c2ccc(OC)cc2)csc1/N=C/C1C(=O)CCCC1=O	i	-64	-2	9	2	6	-8	5.5	-7	0.0
43	COc1ccc(CCNC(=O)CSc2nc3[nH]ncc3c(=O)n2-c2ccccc2Br)cc1OC	i	-10	-1	5	8	-3	2	0.1	-6	-0.3
44	O=C(CSc1nnc(CNc2cccc(Cl)c2)o1)OC1CCCCC1	i	-8	-5	-4	-12	-1	-5	1.3	-6	-0.7
45	CCN(CC(=O)Nc1ccccc1OC)C(=O)Cn1cnc2ccccc2c1=O	i	-1	4	2	0	5	2	-0.1	-7	-0.6
46	CN(C)S(=O)(=O)c1ccc(C(=O)Nc2nnc(SCC(=O)NCC3CCCO3)s2)cc1 (stereo not drawn)	i	10	-2	4	0	-2	2	1.2	-5	0.6
47	NC(=O)C1(N2CCCCC2)CCN(c2nc(-c3ccc(Br)cc3)cs2)CC1	i	-11	1	18	-8	-2	-4	2.0	-6	-1.8
48	Cc1cc(NCc2ccco2)nc2cc(O)ccc12	i	-7	-1	11	1	0	1	0.4	-7	-0.1
49	Cc1ccc(N(C(=O)c2csnn2)C(C(=O)NC2CCCCC2)c2ccccn2)cc1 (stereo not drawn)	i	10	0	3	3	-3	0	-0.9	-7	-0.1
